# HCT116 bCat-KO – beta-catenin-lacking colon tumor cell growth suppression | viability, % at 10 µM | 1.5% of 140,000 active | HCT116 beta-catenin knockout viability, CellTiter-Glo, 60 h; hits give low values | AID 818;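 active = viability at or under a set limit, the compound median less 4 SD, cut at about 6% in these data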;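 note: 0% = Hyamine 1622 control at 20 µM and 100% = untreated cell control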
# Phagocyt inh – macrophage phagocytosis inhibition. inhibition, % at 5 µM. AID 1029. J774A.1 macrophage IgG-bead phagocytosis, imaging. 0.07% of 110,000 active;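 active = inhibition above the mean of the plate negative controls plus 5 SD, cut at about 13% in these data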;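 note: phagocytic index as fraction of beads internalized from green versus red external bead signal; plate controls were DMSO negative control for no effect and cytochalasin-D positive control for full effect; some results beyond the cut were filed as inactive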
# GALR2 blocker – antagonists of human galanin receptor 2 (GALR2) | O43603 | GALR2-expressing cells, antagonist mode | inhibition, % at 4 µM | 0.39% of 140,000 active | AID 828; in the data active = inhibition above about 27%;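 note: cells stimulated with galanin 1-16 at roughly its EC80; 0% = agonist challenge control and 100% = basal control without agonist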
# Target sequence (O43603 whole entry, looked up): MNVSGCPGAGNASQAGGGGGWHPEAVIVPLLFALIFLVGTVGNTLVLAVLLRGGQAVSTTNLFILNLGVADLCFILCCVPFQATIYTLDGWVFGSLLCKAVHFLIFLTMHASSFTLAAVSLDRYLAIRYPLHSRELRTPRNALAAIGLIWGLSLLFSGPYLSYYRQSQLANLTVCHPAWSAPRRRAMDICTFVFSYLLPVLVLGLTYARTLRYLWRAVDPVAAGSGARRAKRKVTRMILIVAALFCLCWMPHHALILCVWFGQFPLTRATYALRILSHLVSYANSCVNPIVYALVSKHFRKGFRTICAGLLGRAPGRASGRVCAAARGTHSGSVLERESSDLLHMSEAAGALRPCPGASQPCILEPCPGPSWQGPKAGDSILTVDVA
# PTEN del growth – suppresses growth of cells with PTEN deletion; HCT116 PTEN-null viability, CellTiter-Glo, 60 h; hits give low values; viability, % at 10 µM; 1.2% of 140,000 active;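 active = viability at or below a set limit, 4 SD under the median of all tested compounds, cut at about 3.7% in these data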;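 note: PTEN knockout HCT116 line with beta catenin targeted HCT116 as companion control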
# E-sel TNF inh – TNF alpha driven E-selectin expression inhibition | inhibition, % at 2 µM | HUVEC TNFa-induced E-selectin immunofluorescence, high content | 0.71% of 120,000 active;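 active = inhibition above the batch mean plus 3 SD, and confirmed as a hit on visual image review, cut at about 43% in these data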;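 note: 0% = TNF-stimulated DMSO wells and 100% = unstimulated control wells; not every result past the cut was called active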
# Measles CPE – protection of cells from measles virus. 1.5% of 140,000 active. protection (pct of control), % at 4 µM. Measles virus-infected cells, CPE protection, absorbance; in the data active = protection mostly above about 24%, no sharp cut-off; inactive = mostly below about 26%; note: some compounds called inactive have numbers as strong as hits
# NPY Y2 blocker – blocks the human neuropeptide Y Y2 receptor; AID 793; inhibition, % at 2.7 µM; NPY-Y2 expressing cells, antagonist mode; 0.99% of 140,000 active; in the data active = inhibition above about 17%;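 note: 0% = vehicle with agonist challenge and 100% = reference antagonist with challenge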
# Target sequence (P49146 whole entry, looked up): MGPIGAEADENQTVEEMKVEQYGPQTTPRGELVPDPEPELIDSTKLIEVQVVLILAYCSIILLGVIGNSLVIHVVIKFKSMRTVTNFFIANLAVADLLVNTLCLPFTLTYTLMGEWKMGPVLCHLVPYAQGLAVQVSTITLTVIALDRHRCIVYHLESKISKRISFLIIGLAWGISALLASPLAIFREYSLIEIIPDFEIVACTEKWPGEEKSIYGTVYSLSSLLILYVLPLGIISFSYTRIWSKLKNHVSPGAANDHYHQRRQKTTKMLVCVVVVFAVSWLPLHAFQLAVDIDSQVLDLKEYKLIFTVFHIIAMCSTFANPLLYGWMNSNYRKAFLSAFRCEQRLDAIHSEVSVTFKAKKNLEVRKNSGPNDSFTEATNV
# Yeast lifespan up – yeast lifespan extension; 0.68% of 130,000 active; inhibition of the nicotinamide effect, % at 10 µM; AID 775; S. cerevisiae growth with nicotinamide, OD615; deaD strain in restrictive glucose medium;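 active = inhibition above a set limit, placed 3 SD over the median of all compounds, cut at about 26% in these data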;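 note: 0% = nicotinamide-treated wells and 100% = cells grown without nicotinamide; some compounds called inactive have numbers as strong as hits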
#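 assay system = DeaD-strain S. cerevisiae | measured by = absorbance at 615 nm | probe or stimulus = nicotinamide 1.5 mM | buffer or medium = CSMM-D glucose medium, restrictive | times = 48 h at 30 °C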
# Yeast growth inh – yeast BB579 growth reduction in restrictive medium. AID 804. inhibition, % at 10 µM. S. cerevisiae BB579 growth, OD615, 48 h. 0.51% of 140,000 active;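 active = inhibition above a set limit, 3 SD over the mean compound inhibition, cut at about 44% in these data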; note: inactives centre near -24
#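 Test system: DeaD yeast strain BB579 / Buffer or medium: restrictive glucose-based CSMM-D medium / Doses: single 10 µM dose / Schedule: 4 h cell preincubation, 48 h compound exposure, 30 °C humidified / Technique: culture absorbance at 615 nm / Controls: amphotericin B positive control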
# MRP-1 activ – MRP-1 activation; 0.61% of 140,000 active; AID 799; H69AR cells + doxorubicin, viability rescue, CellTiter-Glo; viability increase, % at 10 µM;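 active = viability gain under doxorubicin at or above a set limit, the compound median plus 3 SD, cut at about 4.7% in these data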;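 note: MRP-1 overexpressing cells given doxorubicin 25 µM after compound pretreatment; 18-22 h compound pretreatment then 72 h with doxorubicin before readout; 0% = doxorubicin-only wells and 100% = vehicle-treated cells without doxorubicin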
# The depositor's hits bear a star; x = not tested or not shown.
SMILES,HCT116 bCat-KO,Phagocyt inh,GALR2 blocker,PTEN del growth,E-sel TNF inh,Measles CPE,NPY Y2 blocker,Yeast lifespan up,Yeast growth inh,MRP-1 activ
CCOc1ccc(C2CC(c3ccccc3C)n3nc(N)nc3N2)cc1 (stereo not given),85.6,0.9,7.3,80.2,x,4.8,1.1,-3.5,-15.3,-2.9
C/C(Cl)=C\Cn1c(Nc2cccc(C)c2)nc2c1c(=O)n(C)c(=O)n2C,66.8,4.2,-0.1,67.0,-6.0,6.9,3.0,-11.4,-60.5,-1.6
CCCSc1nc(C)c2cc(C)cc(C)c2n1,97.9,-0.1,-5.8,103.4,-48.9,5.3,1.1,-13.2,23.4,-2.4
CCC(=O)Nc1nnc(-c2ccco2)o1,89.3,-1.1,-7.6,101.6,2.9,7.6,-2.6,-1.3,-0.7,1.7
CC1CN(S(=O)(=O)c2ccc(NC(=O)CCN3C(=O)c4ccccc4C3=O)cc2)CC(C)O1 (stereo not given),111.7,0.7,0.0,105.0,24.3,2.4,1.6,-11.8,-21.2,0.3
COc1ccc2c(c1)CCc1c(C(=O)NCc3ccc(Cl)cc3)noc1-2,81.8,-1.3,-8.0,99.2,9.6,5.1,0.1,-4.3,-62.5,0.4
O=C1CC2(CCCCC2)Oc2ccc(OCC(=O)N3CCOCC3)cc21,98.1,-2.7,-1.2,108.2,19.2,6.4,4.4,-3.0,-50.6,-0.5
CC(C)NC(=O)CC(=O)N/N=C/c1ccc(Br)cc1,94.0,x,-6.3,94.2,17.6,24.4,1.4,-11.4,-15.7,-0.1
CC(=C1C(=O)c2ccccc2C1=O)N1CCC(C(N)=O)(N2CCCCC2)CC1,98.5,-1.0,0.7,114.9,-3.1,9.1,1.9,28.8,-14.3,-0.7
Cc1c2c(nc3c(C(=O)NC4CCCC4)cnn13)CCCC2,93.8,x,0.0,91.8,-21.6,3.3,12.9,-7.5,-53.9,-1.3
CN1CCC(N(C)CC(=O)Nc2ccccc2N2CCOCC2)CC1,101.6,0.8,-0.9,108.8,18.6,12.6,4.3,12.4,11.7,-1.1
CC(=O)Nc1cc(C(=O)O)ccc1S(=O)(=O)c1ccc(C)cc1,91.4,2.6,-0.7,101.8,5.8,9.6,-0.6,5.2,-9.4,-1.3

# Five records picked at random from those above, as already listed:
SMILES,HCT116 bCat-KO,Phagocyt inh,GALR2 blocker,PTEN del growth,E-sel TNF inh,Measles CPE,NPY Y2 blocker,Yeast lifespan up,Yeast growth inh,MRP-1 activ
CCCSc1nc(C)c2cc(C)cc(C)c2n1,97.9,-0.1,-5.8,103.4,-48.9,5.3,1.1,-13.2,23.4,-2.4
CC(C)NC(=O)CC(=O)N/N=C/c1ccc(Br)cc1,94.0,x,-6.3,94.2,17.6,24.4,1.4,-11.4,-15.7,-0.1
Cc1c2c(nc3c(C(=O)NC4CCCC4)cnn13)CCCC2,93.8,x,0.0,91.8,-21.6,3.3,12.9,-7.5,-53.9,-1.3
CCC(=O)Nc1nnc(-c2ccco2)o1,89.3,-1.1,-7.6,101.6,2.9,7.6,-2.6,-1.3,-0.7,1.7
CCOc1ccc(C2CC(c3ccccc3C)n3nc(N)nc3N2)cc1 (stereo not given),85.6,0.9,7.3,80.2,x,4.8,1.1,-3.5,-15.3,-2.9

# (further entries)
SMILES,HCT116 bCat-KO,Phagocyt inh,GALR2 blocker,PTEN del growth,E-sel TNF inh,Measles CPE,NPY Y2 blocker,Yeast lifespan up,Yeast growth inh,MRP-1 activ
C=CCn1c(SCC(=O)Nc2ccccc2C)nc2sc(C)c(C)c2c1=O,84.2,x,2.2,99.0,3.1,9.8,1.3,x,-41.4,-1.5
CN(C)S(=O)(=O)c1ccc(C(=O)Nc2ccc(CN3CCCC3)cc2)cc1,81.0,0.6,-9.1,80.7,20.6,7.8,3.7,-19.1,-25.1,-3.5
CCOC(=O)C(/C=C(\C#N)C(=O)OCC)=C(/N)N1CCN(c2ccc(OC)cc2)CC1,102.4,0.3,1.9,107.8,-4.1,18.7,-1.1,-16.1,-25.9,-1.5
COc1ccc(-c2nc(-c3cccc([N+](=O)[O-])c3O)cc(=O)o2)cc1OC,96.5,-11.8,7.1,91.9,x,6.2,2.6,-1.1,-11.3,0.9
CCc1cccc2c(C(=O)CSc3nnc(-c4ccncc4)n3C)c[nH]c12,92.6,0.2,6.9,97.8,-8.2,2.8,0.3,2.1,-42.3,-2.6
O=C(COC(=O)CCCN1C(=O)c2cccc3cccc(c23)C1=O)Nc1cccc(C(F)(F)F)c1,92.2,7.9,-19.3,103.7,-21.3,1.1,6.4,2.9,-49.5,3.2
COC(=O)c1sc(NC(=O)c2ccc(Cn3cc(Cl)cn3)o2)c(C#N)c1C,85.5,2.7,-17.1,86.2,-1.0,5.8,-8.0,-6.1,-40.9,-1.5
COc1ccc(C(=O)NCCc2cn3ccc(C)cc3n2)cc1,99.3,0.2,-0.5,98.2,17.4,28.7,6.8,-1.0,17.8,-1.0
CCNC(=O)NC(=O)C(C)On1nnc2ccc(S(=O)(=O)N(CC)CC)cc21 (stereo not given),80.5,-9.6,-7.2,81.2,x,4.7,0.2,28.1*,-37.5,-0.8
O=C(O)CC/C(=N/NC(=O)c1cccs1)c1ccccc1,98.6,-1.2,19.6,107.7,x,23.8,3.2,-1.0,-1.1,-0.9
O=C(c1cccn2c(=O)c3ccccc3nc12)N1CCN(Cc2ccc3c(c2)OCO3)CC1,66.6,3.7,-8.3,78.0,x,-0.9,1.8,-4.4,-23.4,-2.8
COC(=O)c1cc(NC(=O)c2nccnc2C(=O)O)cc(C(=O)OC)c1,95.1,-0.3,10.3,111.3,x,6.1,2.3,-1.9,-15.3,-0.3
Nc1nc(-c2cccnc2)nn1S(=O)(=O)c1ccccc1,91.1,x,3.0,101.9,-13.7,14.3,1.8,x,-43.2,-2.5
CC(NC(=S)Nc1ccc(OC(F)F)cc1OC(F)F)C(C)(C)C (stereo not given),66.4,-8.6,6.5,69.2,x,4.4,1.9,1.9,-25.4,-3.3
CCC(C)(C)NC(=O)C(c1cccn1C)N(C(=O)Cn1nnc2ccccc21)c1ccccc1OC (stereo not given),85.5,0.4,10.5,91.0,16.9,15.2,4.6,-11.5,-10.4,-1.1
Cc1ccc(OCC2Cn3c(nc4c3c(=O)[nH]c(=O)n4C)O2)cc1 (stereo not given),82.0,-0.8,1.0,87.2,11.6,7.0,0.8,-5.1,-13.9,2.1
COc1ccc(OC)c(/C=C/C(=O)N2C(=O)c3cccc(N)c3C2=O)c1,61.6,-3.5,25.0,75.8,x,14.3,3.8,-0.2,-8.1,-4.1
O=C(Nc1ccc(N2CCCCC2)cc1)c1cccnc1,88.6,1.6,-4.9,92.8,-34.6,10.8,1.5,-7.3,-19.9,-3.6
Cc1cn(S(=O)(=O)c2cc(Br)ccc2Br)cn1,97.8,-2.0,-1.5,97.2,x,7.8,1.7,-0.7,-45.2,0.5
CCn1c(C)nc2cc(C(=O)N/N=C/c3ccc(OC)c(O)c3)ccc21,90.3,7.7,6.3,100.7,9.7,10.1,1.6,2.9,-24.5,-1.1
CC(=O)Nc1ccc(OCC(O)Cn2nc(C)nc2C)cc1 (stereo not given),106.4,x,0.5,113.6,3.0,7.3,0.8,-4.6,-69.1,-0.5
COc1ccc(S(=O)(=O)Nc2ccccc2C(=O)NC(C)(C)C)cc1OC,97.3,-1.4,1.4,94.6,x,8.5,0.5,-1.7,-16.4,-2.9
C=C(C(=O)c1ccccc1)C(C)C(=C)C(=O)c1ccccc1,2.4*,-5.7,17.7,1.4*,x,0.1,3.7,46.3*,-29.0,-6.5
O=C(CSc1ncnc2ccccc12)Nc1cc(S(=O)(=O)N2CCCCC2)ccc1Cl,54.4,-5.7,-2.3,64.0,x,22.9,-1.1,6.7,-7.2,-3.0
CNc1nc(SC)nc(N(C#N)CC(=O)OC)n1,80.2,x,-1.0,86.1,1.3,5.2,0.5,x,-25.7,-3.3
O=C(NC1=NCCS1)c1ccc(Cl)s1,101.8,0.0,11.0,95.8,-18.1,7.4,-2.0,-25.5,-37.6,-1.0
C=C(C)C1CC=C(CN2CC(C)OC(C)C2)CC1 (stereo not given),97.6,1.8,-4.5,100.9,-11.7,6.7,3.6,-15.7,-60.9,-0.4
COc1ccc(-c2noc(CSc3nnc(-c4ccncc4)n3-c3ccc(F)cc3)n2)cc1OC,72.3,0.3,2.4,75.4,-5.9,5.3,5.4,147.5*,-50.1,-2.0
Cc1cc(C)n(-c2cc(-c3ccccc3)nc(C)n2)n1,82.7,1.9,-7.9,84.7,-35.2,16.2,1.3,-18.8,-48.2,-1.3
COc1cc(-c2nnc3n(CCc4ccccc4)c(=O)c4ccccc4n23)cc(OC)c1OC,89.1,-2.4,12.1,88.5,x,6.1,9.6,1.0,-20.4,-1.1
CCN(CC(=O)Nc1ccc(NC(C)=O)cc1)C(=O)COc1ccc(C(=O)c2ccccc2)cc1,94.0,-1.2,4.5,99.3,10.3,3.7,-0.8,3.4,-23.7,0.1
O=C(Nc1ccccc1)c1cnc2n(c1=O)CCS2,91.7,-0.3,10.8,95.3,x,12.7,1.0,-10.9,-16.4,-1.1
O=C(Cc1ccccc1)Nc1ccc(NC(=O)c2cccc(Cl)c2)cc1,100.0,-8.1,-12.6,92.5,-5.6,7.9,0.1,1.1,-58.1,-4.7
COc1nc(-c2ccc(Cl)cc2)ccc1-c1noc(-c2ccco2)n1,78.6,-0.4,3.3,88.5,1.6,1.3,2.6,-5.3,-45.1,0.6
CCOc1ccccc1-n1c(SCC(=O)N2CCCC2)nnc1-c1ccc(O)cc1,108.9,2.8,0.6,99.4,18.6,14.9,-0.2,-15.0,-15.4,0.9
Cc1ccc2[nH]c3c(c2c1)CN(C(=O)CN1CCN(Cc2ccc4c(c2)OCO4)CC1)CC3,71.9,1.5,9.8,77.1,-36.4,15.9,6.8,0.2,-7.4,-2.4
N#CCSc1nc2cc(C(=O)N3CCC(C(N)=O)CC3)ccc2c2nc3ccccc3n12,5.0*,-0.5,-8.2,7.4,-40.9,1.0,0.5,-6.2,3.8,6.1*
NC(=O)C(c1cccc(Cl)c1)c1ncc(C(F)(F)F)cc1Cl (stereo not given),93.8,x,4.3,91.7,-11.8,6.8,2.8,-5.5,-44.9,-0.3
COc1cc2[nH]c(=O)n(Cc3ccc(C(=O)NC4CCCC4)cc3)c(=O)c2cc1OC,99.7,-0.6,-1.2,86.4,13.1,7.8,2.0,-6.3,-31.1,-2.3
Cc1ccc(NC(=O)Cc2ccc(Cl)c(Cl)c2)cc1S(=O)(=O)N(C)C,27.8,5.3,4.9,50.0,-1.6,5.3,-0.7,6.2,-44.4,-0.5
C(=C\c1nc2ccccc2[nH]1)/c1ccccc1,15.1,x,19.7,13.3,-3.7,22.4,1.4,-19.0,-41.1,-6.4
Cc1c(C(=O)N2CCCCC2)oc2ccc(S(=O)(=O)N3CC(C)CC(C)C3)cc12 (stereo not given),27.5,-0.6,13.2,37.0,x,27.3,6.5,-1.0,-7.4,-4.3
CC1CCN(C(=O)CSc2nc3ccccc3c(=O)n2Cc2ccc3c(c2)OCO3)CC1,87.9,x,-1.5,71.5,-6.9,3.0,11.7,-18.3,-15.0,-0.9
